Myeloid diff 2: promotes myeloid progenitor differentiation | ER-HoxA9 myeloid progenitors, lysozyme-GFP differentiation, flow cytometry | calls only at 10 µM | 360,000 compounds, 1% hits | AID 624256;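 active = normalized GFP-positive differentiation at or above the plate's own cutoff, the solvent-only control mean plus 3 SD; inconclusive = no clear call, values can overlap the other calls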;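 also: cells exposed to compound for four days before flow analysis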
Myeloid diff 2 GFP+ MAC1+ %: also measured in Myeloid diff 2; calls as there; GFP+ MAC1+ double positive, %; measured here: differentiation confirmed by MAC1 staining
* marks the source's active call; other numbers are inactive results. These rows are one share of the data, so the mix of outcomes need not match the whole.

`CC1CC(O)C2C3(C)CCCC2(COC3=O)C12CCC1(CCOC1=O)O2` (stereo unspecified) gave Myeloid diff 2 inactive and Myeloid diff 2 GFP+ MAC1+ % 2.2.
`Cc1[nH]c(=O)sc1C(=O)NCc1ccc([N+](=O)[O-])cc1` gave Myeloid diff 2 inactive and Myeloid diff 2 GFP+ MAC1+ % 1.4.
`O=C1NC[C@@H](CCCCN2CCN(CCc3ccc(O)cc3)C(=O)C2=O)N(CCc2ccc(O)cc2)C1=O` gave Myeloid diff 2 inactive and Myeloid diff 2 GFP+ MAC1+ % 0.8.
Screening CCNC(=O)C1(C)CCN(C(=O)c2ccc(-c3ccccc3)cc2)C1 (stereo unspecified) returned Myeloid diff 2 inactive and Myeloid diff 2 GFP+ MAC1+ % 0.7.
O=C(Nc1cccc(C(F)(F)F)c1)c1ccc(-c2ccc(F)c(F)c2)c2ccoc12 was read as Myeloid diff 2 inactive and Myeloid diff 2 GFP+ MAC1+ % 0.6.
CCOC(=O)[C@]12CCCC=C1N(Cc1ccc(Cl)cc1Cl)C(=O)[C@H](CC(=O)NCCCN1CCCC1=O)C2 was read as Myeloid diff 2 inactive and Myeloid diff 2 GFP+ MAC1+ % 0.8.
Screening CCC(c1nc2ccccc2[nH]1)N(CCCn1ccnc1)C(=O)c1ccc(C(F)(F)F)cc1 (stereo unspecified) returned Myeloid diff 2 inactive and Myeloid diff 2 GFP+ MAC1+ % 0.3.
`CCOc1ccc(N(CC(=O)Nc2c(C)cc(C)cc2C)C2=NC3CS(=O)(=O)CC3S2)cc1` (stereo unspecified) gave Myeloid diff 2 inactive and Myeloid diff 2 GFP+ MAC1+ % 4.8.
CN(C)c1cccc2c(S(=O)(=O)NC(=O)[C@H]3O[C@@H](n4cnc5c(N)ncnc54)[C@H](O)[C@@H]3O)cccc12 was read as Myeloid diff 2 inactive and Myeloid diff 2 GFP+ MAC1+ % 0.8.
CNc1cc(-c2ccc(C(=O)OC)cc2)ncn1 was read as Myeloid diff 2 inactive and Myeloid diff 2 GFP+ MAC1+ % 0.5.
Cc1ccc(C(O)c2ncc(-c3ccc(Cl)cc3)[nH]2)cc1 (stereo unspecified) was read as Myeloid diff 2 inactive and Myeloid diff 2 GFP+ MAC1+ % 1.2.
COc1ccc(C(=O)N2CCCCC2c2cc(C(=O)NCc3ccc(Cl)c(Cl)c3)no2)cc1 (stereo unspecified) was read as Myeloid diff 2 inactive and Myeloid diff 2 GFP+ MAC1+ % 1.3.
For O=C(c1[nH]c(C(F)(F)F)nc1-c1ccccc1)N1CCN(c2ccc(C(F)(F)F)cn2)CC1 the results were Myeloid diff 2 inactive and Myeloid diff 2 GFP+ MAC1+ % 4.3.
Screening COc1cccc(CNc2nc3cc(-c4cnn(Cc5ccccc5)c4)sc3c(=O)n2C)c1 returned Myeloid diff 2 inactive and Myeloid diff 2 GFP+ MAC1+ % 1.4.
Screening CCCCCn1nnnc1-c1nc2cc(C)c(C)cc2[nH]c1=O returned Myeloid diff 2 inactive and Myeloid diff 2 GFP+ MAC1+ % 1.7.
`OCCCNc1ncnc2c1ncn2[C@H]1CN(C2CCCC2)C[C@@H](CO)O1` gave Myeloid diff 2 inactive and Myeloid diff 2 GFP+ MAC1+ % 1.1.
Screening O=C(NCCNC(=O)c1cccnc1)c1cccnc1 returned Myeloid diff 2 inactive and Myeloid diff 2 GFP+ MAC1+ % 1.1.
CCc1c(-c2ccccc2OC)ncn1Cc1cccc(-c2ccccc2)c1 was read as Myeloid diff 2 inactive and Myeloid diff 2 GFP+ MAC1+ % 3.0.
COc1cccc(Nc2nc(C(N)c3ccccc3)cs2)n1 (stereo unspecified) was read as Myeloid diff 2 active and Myeloid diff 2 GFP+ MAC1+ % 7.6*.
For COc1ccc(-n2nnnc2C(c2ccccc2OC(F)(F)F)N2CCN(C/C=C/c3ccccc3)CC2)cc1 (stereo unspecified) the results were Myeloid diff 2 active and Myeloid diff 2 GFP+ MAC1+ % 4.4*.

Part of the list above in order of length of the SMILES, rising.
Screening CCCCCn1nnnc1-c1nc2cc(C)c(C)cc2[nH]c1=O returned Myeloid diff 2 inactive and Myeloid diff 2 GFP+ MAC1+ % 1.7.
Cc1ccc(C(O)c2ncc(-c3ccc(Cl)cc3)[nH]2)cc1 (stereo unspecified) was read as Myeloid diff 2 inactive and Myeloid diff 2 GFP+ MAC1+ % 1.2.
CCc1c(-c2ccccc2OC)ncn1Cc1cccc(-c2ccccc2)c1 was read as Myeloid diff 2 inactive and Myeloid diff 2 GFP+ MAC1+ % 3.0.
For COc1ccc(-n2nnnc2C(c2ccccc2OC(F)(F)F)N2CCN(C/C=C/c3ccccc3)CC2)cc1 (stereo unspecified) the results were Myeloid diff 2 active and Myeloid diff 2 GFP+ MAC1+ % 4.4*.
`O=C1NC[C@@H](CCCCN2CCN(CCc3ccc(O)cc3)C(=O)C2=O)N(CCc2ccc(O)cc2)C1=O` gave Myeloid diff 2 inactive and Myeloid diff 2 GFP+ MAC1+ % 0.8.

Following part.
`CC(=O)N1c2ccccc2N=C(c2ccc3c(c2)OCO3)C1C(=O)NCc1ccccc1` (stereo unspecified) gave Myeloid diff 2 inactive and Myeloid diff 2 GFP+ MAC1+ % 3.0.
For CN(C)c1ccc(C=Cc2nccc3ccccc23)cc1 the results were Myeloid diff 2 inconclusive.
`CCOC1=C2CN(S(=O)(=O)c3ccc(C)cc3)[C@H](c3ccccc3)C[C@@H]2N(S(=O)(=O)c2ccc(C)cc2)[C@H](c2ccccc2)C1` gave Myeloid diff 2 inactive and Myeloid diff 2 GFP+ MAC1+ % 0.8.
For COc1ccc(CNC(=O)Nc2ccc3c(c2)c(=O)n(C)n3Cc2cc(C)cc(C)c2)cc1 the results were Myeloid diff 2 inactive and Myeloid diff 2 GFP+ MAC1+ % 0.7.
CCNC(=O)C1(C)CCCN(Cc2cc3ccccc3o2)C1 (stereo unspecified) was read as Myeloid diff 2 inactive and Myeloid diff 2 GFP+ MAC1+ % 0.6.
Screening CCOC(=O)C1=C(C)N=c2sc(=Cc3cc(Cl)c(OCC(=O)O)c(Cl)c3)c(=O)n2C1c1cccc(OC)c1 (stereo unspecified) returned Myeloid diff 2 active and Myeloid diff 2 GFP+ MAC1+ % 1.1*.
For CC[C@@H]1CC2=C(C(=O)OC(C)(C)O2)[C@@H](c2ccc(Cl)cc2)O1 the results were Myeloid diff 2 inactive and Myeloid diff 2 GFP+ MAC1+ % 0.8.
For COc1ccc(S(=O)(=O)N2CCC[C@H]2C(=O)N2CCC[C@H]2C(=O)NCc2ccccc2)cc1C the results were Myeloid diff 2 inactive and Myeloid diff 2 GFP+ MAC1+ % 0.7.
Screening CCc1nc2ccc(C(=O)NCCCn3ccnc3)cn2c1N(C)CCCc1ccccc1 returned Myeloid diff 2 inactive and Myeloid diff 2 GFP+ MAC1+ % 1.2.
O=C1NC[C@@H](CCCCN2C[C@H](Cc3ccc(O)cc3)N(CC3CCCCC3)C(=O)C2=O)N(CC2CCCCC2)C1=O was read as Myeloid diff 2 inactive and Myeloid diff 2 GFP+ MAC1+ % 0.4.
O=C(NCc1ccccc1)C(c1ccncc1)n1c(=O)c(-c2ccccc2)nc2ccccc21 (stereo unspecified) was read as Myeloid diff 2 inactive and Myeloid diff 2 GFP+ MAC1+ % 2.9.
`CC(=O)Nc1cc(-c2cccc(CO)c2)cn2c(-c3cccc(C(F)(F)F)c3)cnc12` gave Myeloid diff 2 inactive and Myeloid diff 2 GFP+ MAC1+ % 0.8.
`CC(C)CCN1C(=O)c2ccccc2C1c1nnnn1C(C)C` (stereo unspecified) gave Myeloid diff 2 inactive and Myeloid diff 2 GFP+ MAC1+ % 0.9.
`O=C(Nc1ccc(F)c(Cl)c1)c1cc(C2CCCN(C(=O)C3CC3)C2)on1` (stereo unspecified) gave Myeloid diff 2 inactive and Myeloid diff 2 GFP+ MAC1+ % 1.4.
`Cc1c(C(=O)NCc2ccccc2C(F)(F)F)sc(=O)n1Cc1ccc(F)cc1` gave Myeloid diff 2 inactive and Myeloid diff 2 GFP+ MAC1+ % 4.9.
For c1ccc(COc2ccc(-c3cc4nc(NCc5ccc6c(c5)OCO6)ccn4n3)cc2)cc1 the results were Myeloid diff 2 inactive and Myeloid diff 2 GFP+ MAC1+ % 0.8.
Screening Cc1cc(C)cc(Cn2c3ccc(NC(=S)NCc4ccccc4F)cc3c(=O)n2C)c1 returned Myeloid diff 2 inactive and Myeloid diff 2 GFP+ MAC1+ % 0.4.
Screening O=C(NC1CCCC1)C(c1ccccc1)n1c(Cc2cc(F)cc(F)c2)nc2ccccc21 (stereo unspecified) returned Myeloid diff 2 inactive and Myeloid diff 2 GFP+ MAC1+ % 3.5.
`O=C(Nc1ccccc1F)c1ccc2sc([C@H]3C[C@H](O)[C@@H](CO)O3)nc2c1` gave Myeloid diff 2 inactive and Myeloid diff 2 GFP+ MAC1+ % 0.4.
COC(=O)[C@@]1(Cc2ccc(F)cc2)[C@H]2c3cc(C(=O)N(C)C)n(Cc4ccc(C)c(F)c4F)c3C[C@H]2CN1C(=O)c1ccccc1 was read as Myeloid diff 2 inactive and Myeloid diff 2 GFP+ MAC1+ % 1.8.
`CN(Cc1ccccc1)C(c1cc2ccccc2o1)c1nnnn1C(C)(C)C` (stereo unspecified) gave Myeloid diff 2 inactive and Myeloid diff 2 GFP+ MAC1+ % 0.8.
For CN1CCN(c2ncnc3c2ncn3[C@H]2CN(Cc3cccs3)C[C@@H](CO)O2)CC1 the results were Myeloid diff 2 inactive and Myeloid diff 2 GFP+ MAC1+ % 0.6.
CC(C)CNC(=O)C1(C)CCCN1C(=O)c1ccncc1 (stereo unspecified) was read as Myeloid diff 2 inactive and Myeloid diff 2 GFP+ MAC1+ % 0.8.
Cc1cccc(C)c1-n1nnnc1C(c1ccnc2ccccc12)N1CCN(c2ccccc2F)CC1 (stereo unspecified) was read as Myeloid diff 2 inactive and Myeloid diff 2 GFP+ MAC1+ % 0.1.
CC(=O)N1Cc2cc(C(=O)NCc3cccc(F)c3)nc(-c3cccc(C4=CCCC4)c3)c2[C@H]1CCO was read as Myeloid diff 2 inactive and Myeloid diff 2 GFP+ MAC1+ % 0.3.
Screening COc1ccc(Cc2c(-c3cccc(Br)c3)nc3c(C)cc(Br)cn23)c(C)c1 returned Myeloid diff 2 inactive and Myeloid diff 2 GFP+ MAC1+ % 0.8.
For CC(C)=NNc1cnnc2ccc([N+](=O)[O-])cc12 the results were Myeloid diff 2 inactive and Myeloid diff 2 GFP+ MAC1+ % 2.7.
For COc1ccc(-c2cc3ccccc3c(=O)o2)cc1 the results were Myeloid diff 2 inactive and Myeloid diff 2 GFP+ MAC1+ % 2.1.
Screening NC(=O)c1cccc(-c2ccnc3c2CC(C(=O)Nc2ccccc2)O3)c1 (stereo unspecified) returned Myeloid diff 2 inactive and Myeloid diff 2 GFP+ MAC1+ % 0.7.
Screening C=CCNC(=O)c1cc(-c2ccccc2)sc1N returned Myeloid diff 2 inactive and Myeloid diff 2 GFP+ MAC1+ % 1.9.
For O=C(CC[C@H]1O[C@@H](n2ccc(=O)[nH]c2=O)[C@H](O)[C@@H]1O)NCC(c1ccccc1)c1ccccc1 the results were Myeloid diff 2 inactive and Myeloid diff 2 GFP+ MAC1+ % 2.0.
For CCCNC(=O)C1(C)CCCN(Cc2ccccc2Cl)C1 (stereo unspecified) the results were Myeloid diff 2 inactive and Myeloid diff 2 GFP+ MAC1+ % 1.9.
`Cc1cc(C)cc(CC(=O)N2CCC2(C)C(=O)NS(=O)(=O)c2ccccc2Cl)c1` (stereo unspecified) gave Myeloid diff 2 inactive and Myeloid diff 2 GFP+ MAC1+ % 0.5.
For CNc1cc(-c2c(OC)cccc2OC)ncn1 the results were Myeloid diff 2 inactive and Myeloid diff 2 GFP+ MAC1+ % 2.4.
CN1CCN(C(=O)c2cc3c(c(-c4cccc(-c5cccnc5)c4)n2)[C@@H](CCO)N(C(=O)CC2CC2)C3)CC1 was read as Myeloid diff 2 inactive and Myeloid diff 2 GFP+ MAC1+ % 0.7.
For CC(C)C[C@@H]1COc2cccc(N(C)CCO)c2S(=O)(=O)N1 the results were Myeloid diff 2 inactive and Myeloid diff 2 GFP+ MAC1+ % 0.5.
Screening N#Cc1ccc(S(=O)(=O)N2CCCCC2c2cc(C(=O)Nc3cccc4c3CCCC4)no2)cc1 (stereo unspecified) returned Myeloid diff 2 inactive and Myeloid diff 2 GFP+ MAC1+ % 0.7.
`O=C(NCC(F)(F)F)C1C(=O)Nc2ccccc2C(=O)N1Cc1ccccc1` (stereo unspecified) gave Myeloid diff 2 inactive and Myeloid diff 2 GFP+ MAC1+ % 2.5.
CCC(c1nc2ccccc2[nH]1)n1c(-c2ccnc(Cl)c2)nc2ccccc21 (stereo unspecified) was read as Myeloid diff 2 inactive and Myeloid diff 2 GFP+ MAC1+ % 2.2.
`CCCCN1C(=O)C(CC(=O)NCc2ccco2)CC(C(=O)N(C(C)C)C(C)C)=C1C` (stereo unspecified) gave Myeloid diff 2 inactive and Myeloid diff 2 GFP+ MAC1+ % 1.3.

Overlap with the part before: two entries, followed by the next part.
CCC(c1nc2ccccc2[nH]1)n1c(-c2ccnc(Cl)c2)nc2ccccc21 (stereo unspecified) was read as Myeloid diff 2 inactive and Myeloid diff 2 GFP+ MAC1+ % 2.2.
`CCCCN1C(=O)C(CC(=O)NCc2ccco2)CC(C(=O)N(C(C)C)C(C)C)=C1C` (stereo unspecified) gave Myeloid diff 2 inactive and Myeloid diff 2 GFP+ MAC1+ % 1.3.
Screening COC(=O)[C@@]12C[C@@H](CC(=O)NCc3cccc4ccccc34)C(=O)N(Cc3ccc4c(c3)OCO4)C1=CCC(C)(C)C2 returned Myeloid diff 2 inactive and Myeloid diff 2 GFP+ MAC1+ % 4.9.
For Cc1c(C(=O)NCc2ccc3c(c2)OCCO3)sc(=O)n1Cc1ccc(S(=O)(=O)N(C)C)cc1 the results were Myeloid diff 2 inactive and Myeloid diff 2 GFP+ MAC1+ % 9.3.
CCNC(=O)C1(C)CCCN(C(=O)c2nc(C)oc2C)C1 (stereo unspecified) was read as Myeloid diff 2 inactive and Myeloid diff 2 GFP+ MAC1+ % 0.9.
For CC(C)[C@@H]1Cc2[nH][nH]c(=O)c2[C@H](C(C)C)O1 the results were Myeloid diff 2 inactive and Myeloid diff 2 GFP+ MAC1+ % 0.8.

Assay outcomes as filed in PubChem.
